T cell HTS: T cell immune modulation candidate | 2C CD8+ T cell-vesicle binding, flow cytometry; stronger effect = lower value | calls only at 7 µM | 0.068% of 330,000 active | AID 2052;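 active means response, share of CD8 T cells binding vesicles, and their 90th percentile fluorescence all below set limits, cut at about 80% in these data, passing the limit was not always enough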
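Read-out – percent CD8+ FL2 mean versus row control · System – murine 2C transgenic CD8+ T lymphocytes · Times – 1.5 h cell–vesicle binding at 37 °C, then 20 min icy labelling · Control set – naked vesicles low, QL9 vesicles with vehicle high · Detection – cytometric PE anti-B7-1 and Alexa647 anti-CD8 signals after 1% paraformaldehyde fixation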
NOD1 NF-kB reporter: inhibition of NOD1-driven NF-kB reporter – cell-based, luminescence, uHTS, primary screen (AID 1578); NOD1-driven NF-kB luciferase reporter cells, luminescence; higher % means a stronger effect; inhibition, % at 4 µM, or EC50 in µM where a hit was titrated; 1% of 290,000 active; in the data active means inhibition mostly above about 36%, no sharp cut-off; inactive means mostly below about 34%;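 further: HEK-293T reporter cells stimulated with the NOD1 agonist gamma-tri-DAP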
Myeloid diff MLP: myeloid differentiation induction | ER-HoxA9 myeloid progenitors, lysozyme-GFP differentiation, flow cytometry | calls only at 10 µM | 1% of 360,000 active | AID 624256;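 active means normalized GFP-positive differentiation at or above the plate's own cutoff, the solvent-only control mean plus 3 SD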;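 further: cells exposed to compound for four days before flow analysis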
NTR1 ag: NTR1-driven beta-arrestin-GFP spot formation – imaging, U2OS cells, high content, primary screen (AID 493036) | P30989 | agonist mode | activation, % at 20 µM | 0.17% of 330,000 active;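 active means activation at or above 40% of the spot to cytoplasm intensity ratio, with at least 20 cells analyzed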;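 further: 0% = DMSO without peptide and 100% = 100 nM NTR1 peptide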
Target sequence (P30989 whole entry, looked up): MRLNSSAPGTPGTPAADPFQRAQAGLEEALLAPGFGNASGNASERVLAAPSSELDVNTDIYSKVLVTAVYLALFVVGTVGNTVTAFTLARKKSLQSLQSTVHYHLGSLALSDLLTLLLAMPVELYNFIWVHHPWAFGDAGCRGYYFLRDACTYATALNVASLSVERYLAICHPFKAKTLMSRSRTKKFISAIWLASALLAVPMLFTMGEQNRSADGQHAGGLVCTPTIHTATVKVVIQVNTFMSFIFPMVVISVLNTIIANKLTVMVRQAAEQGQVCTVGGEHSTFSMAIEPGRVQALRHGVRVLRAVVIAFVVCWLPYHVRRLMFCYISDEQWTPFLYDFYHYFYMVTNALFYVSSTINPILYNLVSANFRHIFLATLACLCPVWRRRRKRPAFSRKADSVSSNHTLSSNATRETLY
GPR55 antagonists: inhibition of LPI-stimulated GPR55 beta-arrestin translocation – imaging, U2OS, beta-arrestin-GFP, LPI agonist, primary screen (AID 2013) | U2OS GPR55 beta-arrestin-GFP translocation imaging, LPI antagonism; higher % means a stronger effect | inhibition, % at 10 µM; hits with a dose series show IC50 in µM | 0.13% of 290,000 active;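 active means spots per cell inhibited over 60%, with over 100 cells counted and total cytoplasm intensity under 500,000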;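 further: U2OS cells stably carrying GPR55 and arrestin-GFP stimulated by 5 µM LPI near EC80; imaged beta-arrestin-GFP aggregate spots per cell after agonist stimulation; plate controls were LPI-stimulated DMSO wells for no effect and DMSO wells without LPI for full effect; some results filed as inactive read as strong as hits; confirmed hits need IC50 under 10 µM and bright autofluorescent wells are also inconclusive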
KOR beta-arrestin-1: KOR antagonists, beta-arrestin recruitment, cell-based, luminescence, uHTS (AID 1778); KOR beta-arrestin recruitment, luminescence, antagonist mode; higher % means a stronger effect; inhibition, % at 10 µM; hits with a dose series show IC50 in µM; 0.091% of 290,000 active; further: strong numbers were not always called active
GPR55 beta-arrestin: GPR55 agonists via beta-arrestin recruitment, primary screen, imaging, U2OS cells, beta-arrestin-GFP redistribution (AID 1961) | 0.048% of 290,000 active | U2OS GPR55 beta-arrestin-GFP redistribution imaging; higher % means a stronger effect | activation, % at 10 µM; hits with a dose series show EC50 in µM;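 active means activation above 40% with more than 50 cells counted in the well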;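 further: U2OS osteosarcoma cells stably expressing GPR55 and beta-arrestin-GFP; plate controls were DMSO negative control for no effect and LPI positive control for full effect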
KOR beta-arrestin-2: KOR agonists, beta-arrestin recruitment, primary screen, cell-based, luminescence, uHTS (AID 1777); KOR beta-arrestin recruitment, luminescence; higher % means a stronger effect; activation, % at 10 µM, or EC50 in µM where a hit was titrated; 0.02% of 280,000 active; in the data active means activation above about 50%, passing the limit was not always enough; further: a part of the inactive calls stands beside numbers as strong as those of hits
HEK293 NOD2/NF-kB: inhibition of NOD2-driven NF-kB reporter – cell-based, luminescence, uHTS, HEK293 (AID 1566); HEK293 NOD2/NF-kB luciferase reporter, luminescence; higher % means a stronger effect; inhibition, % at 4 µM; hits with a dose series show EC50 in µM; 0.63% of 290,000 active; further: many of its hits are not listed in these tables
T cell HTS vesicle-bound %: recorded beside T cell HTS, whose call it bears; double positive events, %; measured here: CD8+ vesicle-bound cell fraction;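 binding gate set so that unloaded-vesicle control wells show 10% double positive cells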
NTR1 ag cell count 20 µM: further read-out of NTR1 ag, marked with its call; cell count; measured here: cell count, cytotoxicity flag
Myeloid diff MLP GFP+ MAC1+ %: further read-out of Myeloid diff MLP, marked with its call; GFP+ MAC1+ double positive, %; measured here: differentiation confirmed by MAC1 staining
* hit, by the source's call; i = inactive; / = no result given; + = active, no number; [ ] = dose if it differs, or a comment. Unless noted, no stated cut-off is given here; in the data, active means inhibition above about 50%; inactive means the rest.

SMILES	T cell HTS	T cell HTS vesicle-bound %	NOD1 NF-kB reporter	Myeloid diff MLP	Myeloid diff MLP GFP+ MAC1+ %	NTR1 ag	NTR1 ag cell count 20 µM	GPR55 antagonists	KOR beta-arrestin-1	GPR55 beta-arrestin	KOR beta-arrestin-2	HEK293 NOD2/NF-kB
O=c1[nH][nH]c(-c2ccccc2O)c1C(C[N+](=O)[O-])c1ccccc1 (stereo unspecified)	i	43.5	-25.7%	i	0.9	-0.5	57	-1.3%	-17.5%	0.2%	2.4%	-5.6%
CCc1ccc(CNn2cnnc2SCC(=O)NC(C)(C)C)cc1	i	40.8	-30.7%	i	1.4	-3.8	84	-1.4%	23.4%	-0.1%	8.1%	6.3%
COc1cccc(CN2CCNC(=O)C2CC(=O)NCCOc2cccnc2)c1 (stereo unspecified)	i	51.0	-45.8%	i	1.3	0.3	72	4.3%	-29.6%	-0.2%	0.6%	6.3%
O=C(NCc1ccccn1)c1ccco1	i	54.0	-25.5%	i	0.1	-0.3	86	-14.5%	-22.0%	-1.0%	-1.8%	4.3%
COc1cccc(CNCCSc2nnnn2C)c1	i	11.3	-22.3%	i	6.6	-1.6	76	-5.5%	-45.8%	0.4%	2.6%	-7.9%
COc1ccc(/C=C(\NC(=O)c2ccccc2Cl)C(=O)NCCCC(=O)O)cc1	/	/	-16.1%	i	0.0	-0.4	109	-1.5%	-53.7%[20 µM]	-0.1%	-1.9%	-0.3%
O=[N+]([O-])c1ccc(C2=NN(c3ccccc3)C(c3ccco3)C2)cc1 (stereo unspecified)	/	/	-5.7%	+	8.4*	/	/	26.2%	48.3%	<0.5µM*	1.0%	-34.9%
CCOc1ccc(NC(=O)c2cc3cc4ccc(C)cc4nc3o2)cc1	i	42.5	-5.2%	/	/	0.9	85	11.2%	0.8%	0.2%	-4.6%	18.1%
O=C(c1ccco1)N1CCN(c2ncnc3c(-c4ccccc4)nsc23)CC1	i	12.9	-24.2%	i	0.4	4.0	47	11.6%	8.4%	0.5%	0.7%	-38.0%
COCC(C)N=C1NN=C(c2cc(C)n(Cc3ccccc3Cl)c2C)CS1 (stereo unspecified)	i	56.6	-5.9%	i	0.1	2.1	111	12.9%	-22.1%	0.7%	1.1%	0.7%
COc1ccc(C)cc1NC(=O)c1ccc([N+](=O)[O-])cc1[N+](=O)[O-]	i	54.1	-34.8%	i	0.5	1.4	45	6.4%	-23.6%	-0.1%	-0.8%	8.9%
Cc1ccc2c(c1)OC(=O)CC2c1ccccc1 (stereo unspecified)	i	28.9	7.2%	i	0.2	-1.9	62	10.6%	-11.0%	0.2%	-0.8%	8.9%
CO/N=C/NC(=O)c1c(OC)ccnc1Oc1ccc(F)cc1	i	27.5	4.5%	i	2.5	0.2	53	7.5%	-3.9%	-0.1%	6.5%	10.7%
C/C(=N\NC(=O)c1nc2ccccn2c1C)c1cccc([N+](=O)[O-])c1	i	30.6	-16.7%	i	0.8	1.4	55	9.5%	-0.1%	0.1%	-10.1%	9.1%
[N-]=[N+]=N[C@@H](CCN1CC[C@H](NC(=O)OCc2ccccc2)CCC1=O)c1ccccc1	i	9.3	-18.1%	i	2.4	3.6	80	6.9%	-35.3%[20 µM]	0.0%	-5.9%	2.4%
CCCCOc1ccc(C2(C)CC(=O)NC2=O)cc1 (stereo unspecified)	i	59.9	7.7%	i	1.0	1.4	57	0.8%	22.0%	-0.1%	0.7%	-21.2%
COc1ccc(C(=O)Nc2nc(C)c(C(=O)N(C)C)s2)cc1OC	i	33.8	-37.8%	i	0.8	-1.2	54	5.3%	-4.9%	0.2%	-2.5%	-9.6%
Nc1cc(OCC(F)(F)F)cc(OCC(F)(F)F)c1	i	17.7	11.4%	i	1.5	-0.1	63	13.2%	36.7%	0.0%	-3.5%	11.4%
Cc1cccc(C(=O)N2CCN(S(=O)(=O)c3ccc4c(c3)OCCCO4)CC2)c1[N+](=O)[O-]	i	54.9	-25.9%	i	0.3	1.3	59	21.2%	19.3%	-0.1%	0.5%	15.6%
CCCCn1c(NC(C)CC)nc2c1c(=O)[nH]c(=O)n2C (stereo unspecified)	i	59.7	43.1%	i	0.3	-1.2	29	-1.1%	-33.6%	0.1%	-4.2%	8.2%
CCS(=O)(=O)c1ccc(O)c(N2C(=O)C3C4C=CC(C4)C3C2=O)c1 (stereo unspecified)	i	27.5	-0.3%	i	11.5	1.6	42	-2.5%	-25.2%	-0.2%	7.6%	-7.1%
Cc1ccc(S(=O)(=O)CCSc2nc(C)cc(C(F)(F)F)c2C#N)cc1	i	31.2	-2.0%	+	12.3*	12.9	34	-9.3%	-43.4%	4.0%	10.7%	0.0%
COc1ccc(N2CCN(CC(=O)N3c4ccccc4CC3C)CC2)cc1 (stereo unspecified)	i	51.6	-1.4%	i	0.9	-1.5	93	5.0%	-14.7%	-0.1%	-4.6%	8.5%
COc1ccc(C(=O)N2CCC(C(=O)NC3CC3)CC2)cc1	i	32.0	-18.9%	i	7.0	0.4	53	-9.6%	-45.5%	-0.1%	3.5%	-2.7%
O=C(c1ccncc1)N1CCCC(N2CCN(c3cccc(C(F)(F)F)c3)CC2)C1 (stereo unspecified)	i	33.6	-4.1%	i	0.3	0.6	57	13.8%	28.0%	0.3%	0.6%	8.0%
Cc1nn(Cc2ccccc2)c(C)c1NS(=O)(=O)c1ccccc1	i	6.3	-37.7%	i	0.8	0.6	60	15.2%	-12.3%	-0.1%	-4.8%	10.4%
NC(=O)Cn1nnc(-c2ccc(C(F)(F)F)cc2)n1	i	25.5	-18.1%	i	1.0	-3.0	99	1.1%	12.4%	-0.1%	0.3%	-1.4%
CCn1ncc(/C=C/C(=O)NCc2cn(C)nc2C)c1C	i	6.8	16.6%	i	7.3	-1.4	50	11.1%	10.4%	0.3%	-2.6%	7.9%
COc1ccc(-c2nc3cc(C)ccn3c2NC(=O)c2c(F)cccc2Cl)cc1	i	59.1	-4.0%	i	0.6	1.4	57	9.6%	16.9%	0.0%	0.3%	4.3%
CCCCOC1(c2ccccc2)NC(=S)NN=C1c1ccccc1 (stereo unspecified)	i	19.7	-10.5%	/	/	0.4	63	29.9%	-38.4%	0.2%	-2.0%	7.0%
CC(C)n1c(-c2ccco2)csc1=Nc1cccnc1	i	41.3	21.3%	i	0.8	4.4	59	1.7%	-7.5%	-0.1%	1.3%	23.7%
Brc1ccccc1C1Nc2cccc3cccc(c23)N1	i	52.7	2.5%	i	0.8	4.6	55	11.9%	-22.5%[20 µM]	-0.3%	1.3%	17.6%
Cc1cc(NC(=O)CSc2ncnc3sc(C)c(C)c23)no1	i	45.4	-40.9%	i	0.6	0.2	56	4.2%	-30.3%	0.5%	2.6%	-2.4%
CC(=O)Nc1ccc(C(=O)CSc2nccc(=O)[nH]2)cc1	i	23.8	-26.0%	i	0.2	1.0	46	-19.7%	-20.1%	0.7%	0.9%	1.4%
Cc1noc(NS(=O)(=O)c2ccc(N/C=C\C(=O)c3cccc4ccccc34)cc2)c1C	i	66.1	13.2%	i	0.3	-0.8	50	4.3%	3.4%	-0.4%	-3.1%	6.6%
Clc1ccc(Cc2nn3c(Cn4nnc5ccccc54)nnc3s2)cc1	i	51.6	-8.8%	i	2.2	2.1	59	5.2%	-18.3%	0.9%	-2.4%	16.5%
CC1(OC(=O)C2CCCC2)C(=O)C=C2C=C(c3ccsc3)N(Cc3ccco3)C=C2C1=O (stereo unspecified)	i	27.7	5.6%	i	3.0	0.6	72	-1.1%	40.5%	-0.1%	3.7%	23.1%
Cc1coc2c1c(C)cc1oc(=O)c(Cc3ccccc3)c(C)c12	i	51.8	34.3%	i	0.2	1.5	59	-2.6%	-72.4%	-0.1%	5.4%	0.1%
CCC(=O)N1CCCn2c1nc1ccccc12	i	27.1	-18.9%	i	0.9	-0.5	47	4.3%	-40.9%	0.2%	6.1%	-0.9%
COc1cc(/C=N/NC(=O)c2ccc3nc[nH]c3c2)ccc1O	i	35.4	-11.5%	i	0.7	0.9	55	3.8%	1.2%	-0.1%	9.9%	-10.1%
O=[N+]([O-])c1ccc(NCCCNS(=O)(=O)c2ccc(Cl)cc2)c(Cl)c1	i	4.5	-42.0%	i	0.6	10.0	78	5.4%	-41.4%	0.3%	1.9%	-18.3%
CC(CN1C(C)CCCC1C)OC(=O)c1ccc(Cl)cc1Cl (stereo unspecified)	i	20.4	-14.9%	i	0.7	-0.8	63	6.2%	-10.8%	-0.1%	-1.1%	6.4%
CCOC(=O)C1(CCOc2ccccc2)CCN(Cc2cccn2-c2cccnc2)CC1	i	6.6	-5.9%	i	0.3	4.0	44	0.1%	-32.7%	-0.1%	5.4%	3.0%
Cc1nc2ccccc2c(=O)n1/N=C/c1cn(-c2ccccc2)nc1-c1cccs1	i	38.3	-36.5%	i	0.3	11.6	81	1.7%	-46.2%	0.1%	-1.8%	-11.3%
COC(=O)C1CN(C(=O)COc2ccc(Cl)c(C)c2)c2ccccc2O1 (stereo unspecified)	i	44.7	-18.1%	i	0.4	0.4	46	0.6%	-3.8%	0.0%	-0.1%	3.0%
CCn1c(CNC(=O)c2cccc(C)c2)nnc1SCC(=O)NC1CCCC1	i	23.0	-11.1%	i	0.9	-0.2	53	4.5%	-5.5%	-0.1%	3.6%	-1.4%
O=C(NC1=NCCS1)C1CC2CCC1C2 (stereo unspecified)	i	54.7	22.4%	i	0.4	0.3	54	-10.0%	-36.9%	0.2%	3.4%	2.8%
CCCCN1CCc2[nH]c(=S)[nH]c(=O)c2C1	i	11.1	6.0%	i	1.0	2.7	41	-4.0%	-12.5%	0.4%	4.7%	16.2%
CC(C)n1nc(C(=O)Nc2nc3ccc(S(C)(=O)=O)cc3s2)c2ccccc2c1=O	i	26.0	-37.9%	i	1.1	2.0	46	1.1%	-44.0%	0.0%	-3.9%	16.9%
O=C1CCCCN1CCCC(=O)N1CCCC(Nc2ccc(F)cc2)C1 (stereo unspecified)	i	5.9	-3.1%	+	45.0*	-1.4	60	-12.8%	8.3%	0.3%	0.3%	3.4%
Nc1nc(SC2c3cccc4cccc(c34)C2NS(=O)(=O)c2ccccc2)n[nH]1 (stereo unspecified)	i	19.8	-6.6%	i	0.5	0.8	57	-4.8%	22.0%	-0.6%	5.4%	-3.0%

Some of the compounds tested; the hit share may differ from the screen's.
